High-throughput results (PubChem BioAssay)
TWEAK Fn14 block – inhibitors of TWEAK-Fn14 interaction signaling; TWEAK-stimulated Fn14 reporter cells, luciferase luminescence, 8 h; inhibition, % at 10 µM; 360,000 compounds, 2% hits; in the data active means inhibition above about 50%
TROY NFkB inh – inhibitors of TROY-dependent NF-kB signaling. inhibition, % at 10 µM. 360,000 compounds, 0.98% hits. Q293 LMP1-TROYcd NF-kB luciferase reporter, 4 h;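 active means compounds whose plate-normalised and pattern-corrected inhibition of the luciferase reporter signal at the single screening dose is 50% or more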
CF NFkB block – inhibitors of cystic fibrosis induced NF-kB. KKLEB NF-kB-GFP reporter, PAF-induced, GFP fluorescence overnight. inhibition, % at 5 µM. 360,000 compounds, 0.86% hits. AID 588850;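 active means at least 50% inhibition at 5 µM, scaled per plate between neutral and stimulator controls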;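 further: PAF is a Pseudomonas aeruginosa culture filtrate used as stimulus; plate controls were PAF-stimulated DMSO wells for no effect and unstimulated DMSO wells for full effect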
NR2F2 inh – NR2F2 (human) inhibition, primary screen. P24468. HEK293T NGFI-A luciferase reporter, luminescence. inhibition, % at 8.6 µM. 370,000 compounds, 0.7% hits. AID 686940;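 active means inhibition above a per-plate cutoff, mean inhibition of test wells between control levels plus 3 SD, cut at about 38% in these data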;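 further: cells cotransfected with COUP-TFII expression vector driving the NGFI-A reporter; 0% = median of COUP-TF2 test wells and 100% = reporter-only cells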
Target sequence (P24468 whole entry, looked up): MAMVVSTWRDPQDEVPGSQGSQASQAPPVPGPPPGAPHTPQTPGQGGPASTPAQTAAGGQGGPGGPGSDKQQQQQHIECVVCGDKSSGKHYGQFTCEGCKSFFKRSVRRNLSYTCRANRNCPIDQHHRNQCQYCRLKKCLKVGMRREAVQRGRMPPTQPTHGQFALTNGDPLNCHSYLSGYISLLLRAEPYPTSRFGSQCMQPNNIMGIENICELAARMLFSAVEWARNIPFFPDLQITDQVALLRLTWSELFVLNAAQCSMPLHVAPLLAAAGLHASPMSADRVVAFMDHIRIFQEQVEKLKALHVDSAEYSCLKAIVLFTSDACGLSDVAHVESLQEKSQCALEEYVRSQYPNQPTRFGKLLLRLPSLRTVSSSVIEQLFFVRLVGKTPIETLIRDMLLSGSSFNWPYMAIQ
SRC3 inh – inhibitors of human steroid receptor coactivator 3 (SRC3). Q9Y6Q9. HEK293 GAL4-SRC3 luciferase reporter, luminescence. inhibition, % at 3.6 µM. 360,000 compounds, 0.17% hits. AID 588352;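 active means inhibition above a per-campaign cutoff, the mean of all compounds plus 3 SD, cut at about 60% in these data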;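 further: 0% = DMSO-treated cells and 100% = gossypol-treated cells at 36 µM; higher means less SRC3-driven luciferase light from the GAL4 reporter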
Shn3 inh set2 – inhibitors of Schnurri-3 3'UTR reporter in osteoblasts. inhibition, % at 12.5 µM. Clone20 osteoblast Shn3 3'UTR firefly luciferase, 24 h. AID 588674. 360,000 compounds, 0.52% hits;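 active means mean inhibition of at least 75% with every replicate also reaching 75%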;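 further: 0% = median of neutral control wells and 100% = pilot-screen positive control compound; some compounds past the cut are filed as inactive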
TRAIL sens C8 – sensitizes caspase-8 expressing cells to TRAIL; NB7+C8 cells + TRAIL, ATPlite viability luminescence; inhibition (viability loss, TRAIL sensitization), % at 10 µM; 360,000 compounds, 1% hits;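 active means compounds causing at least 50% loss of cell viability in the single-dose screen, relative to plate controls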
EBV LMP1 NFkB – Epstein-Barr LMP1 NF-kappaB reporter inhibition; LMP1-induced NF-kappaB luciferase reporter cells, luminescence; inhibition, % at 12.5 µM; 350,000 compounds, 0.69% hits; in the data active means inhibition above about 41%;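 further: 0% = neutral control wells and 100% = reference inhibitor control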
NCOA1 inh – inhibitors of human steroid receptor coactivator 1 (SRC1) | HEK293 GAL4-SRC1 luciferase reporter, luminescence | 360,000 compounds, 0.12% hits | Q15788 | AID 588354 | inhibition, % at 3.6 µM;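 active means inhibition above the campaign mean plus 3 SD, with each screening campaign given its own cutoff, cut at about 60% in these data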;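 further: 0% = DMSO treated cells and 100% = gossypol at 36 µM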
KKLEB cytotox – counter-screen for CF NF-kB inhibitors: cytotoxicity; KKLEB CF airway cells viability, ATPlite luminescence, overnight; stronger effect = lower value; cells stimulated with P. aeruginosa culture filtrate; activity change (cytotoxicity), % at 5 µM; 360,000 compounds, 0.36% hits;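 active means corrected activity change at or below -50% at 5 µM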
NR5A2 inv ag – suppresses constitutive activity of human LRH-1; O00482; HEK293T StAR-luciferase reporter, LRH-1 transfected, 24 h; inhibition, % at 3.6 µM; 360,000 compounds, 0.13% hits;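 active means inhibition above the mean inhibition of all tested compounds plus 3 SD, cut at about 73% in these data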;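 further: 0% = DMSO wells and 100% = reporter-only cells lacking LRH-1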
Target sequence (O00482 whole entry, looked up): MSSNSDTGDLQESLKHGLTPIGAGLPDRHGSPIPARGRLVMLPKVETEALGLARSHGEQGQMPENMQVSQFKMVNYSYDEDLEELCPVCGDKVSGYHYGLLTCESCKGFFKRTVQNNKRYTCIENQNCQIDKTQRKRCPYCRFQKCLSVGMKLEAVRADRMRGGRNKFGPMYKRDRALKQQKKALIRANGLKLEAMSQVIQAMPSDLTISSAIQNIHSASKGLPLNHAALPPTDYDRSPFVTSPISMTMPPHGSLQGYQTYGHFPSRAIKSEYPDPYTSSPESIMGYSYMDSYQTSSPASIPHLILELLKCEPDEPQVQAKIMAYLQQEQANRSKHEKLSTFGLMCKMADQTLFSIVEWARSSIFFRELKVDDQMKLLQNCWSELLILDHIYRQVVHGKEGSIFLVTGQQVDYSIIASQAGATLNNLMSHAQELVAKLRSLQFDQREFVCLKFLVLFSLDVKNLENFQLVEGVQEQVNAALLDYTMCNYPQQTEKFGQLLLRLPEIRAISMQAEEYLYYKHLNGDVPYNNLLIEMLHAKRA
The depositor's hits bear a star; . = not tested or not shown. An excerpt; rates above refer to the full screens.

Values run as follows: Shn3 inh set2, NR2F2 inh, NCOA1 inh, TRAIL sens C8, SRC3 inh, TROY NFkB inh, CF NFkB block, NR5A2 inv ag, KKLEB cytotox, TWEAK Fn14 block, EBV LMP1 NFkB
COc1cccc(C2=NOC(C(=O)Nc3cc(C)on3)C2)c1OC (stereo not drawn)
    -6.2, 11.1, -82.0, -0.8, -0.4, -24.4, -0.5, -34.3, -0.2, -5.5, -0.5
Cc1nc2c(c(=O)c3ccccc3n2C)c(=O)n1-c1ccc(F)cc1
    6.1, -3.0, -10.2, 9.4, 15.6, 26.0, 4.1, 10.7, -4.6, -6.0, 3.4
Cc1nn(C)c(C)c1S(=O)(=O)N(CC(=O)NC1CCCCCC1)c1ccc(C(C)C)cc1
    -10.8, -9.0, -48.0, -2.7, 2.7, -1.0, 16.1, -22.6, -26.5, -2.6, 1.7
CCN(CC)c1ccc(/C=N/NC(=O)CNC(=O)/C=C/c2ccco2)cc1
    -4.5, -12.7, -6.0, 10.2, -9.4, 12.8, -24.4, 20.2, 7.3, 7.2, -18.9
OC[C@H]1O[C@@H](c2nc(-c3ccc(C4OCCO4)cc3)no2)[C@H](O)[C@@H]1O
    -44.4, -6.0, -14.5, 6.9, -31.6, -23.0, -28.9, -18.9, 6.5, -1.1, .
COc1cc(OC)cc(-c2oc(=O)c3cc(OC)c(OC)cc3c2C(F)(F)F)c1
    -1.5, 3.1, -5.2, -16.6, -7.0, 4.0, -1.9, 3.7, -6.6, 1.7, -4.0
Cc1ccc(NC(=O)NCCN2C(=O)C3C4C=CC(C4)C3C2=O)cc1 (stereo not drawn)
    -92.0, -33.5, -76.4, -3.4, -52.0, 4.6, 23.9, -70.7, 6.2, -4.2, -22.9
COc1cc(C=O)ccc1OC(=O)N1CCOCC1
    -3.4, -5.3, 4.4, 5.4, -10.8, -5.7, -15.4, -7.7, 2.3, 5.6, 0.1
COc1ccccc1-c1nnc(SCC(=O)NC2CCS(=O)(=O)C2)n1CCc1ccccc1 (stereo not drawn)
    5.9, 9.1, 8.7, -11.4, 8.7, 2.9, -3.0, -4.7, 0.0, 6.2, 2.1
CN(C)S(=O)(=O)c1cccc(NC(=O)C2Cc3ccccc3CN2C(=O)c2ccccc2)c1 (stereo not drawn)
    -5.6, 9.4, -7.1, 5.5, -14.4, -8.2, 6.2, -10.7, -5.4, -10.7, -16.1
CCCC(=O)Nc1cccc2c1CCCC2
    3.7, 2.1, 4.4, -1.0, 4.3, 7.7, 0.8, 4.8, -4.3, -1.7, 2.1
COc1ccc(OC)c(C(=O)c2coc3ccc(O)c(CN(C)C)c23)c1
    12.1, 19.6, -25.9, -15.2, 10.9, 23.4, 5.2, 10.8, -0.8, 5.0, -1.3
CC1CCN(S(=O)(=O)c2ccc3[nH]cc(C(=O)NCCN4CCOCC4)c(=O)c3c2)CC1
    -3.5, -8.9, -11.7, -9.0, 23.5, -12.0, 12.3, 18.5, -10.4, 26.5, 4.7
Cc1ccc(S(=O)(=O)N2CCOCC2)cc1NC(=O)COC(=O)/C=C/c1ccco1
    -9.3, -6.7, -9.5, -4.4, 6.6, 6.5, 10.2, -1.6, 1.4, 6.1, -4.7
COc1ccc(NC(=O)Cn2c(=O)sc3ccccc32)cc1
    2.3, 1.8, -1.1, -4.5, 17.0, 16.0, -10.6, 3.5, -10.8, -3.4, -2.5
C=CCOC(=O)C1=C[C@@H](c2ccc(C(F)(F)F)cc2)C[C@@H](OCCCCO)O1
    -5.9, 15.4, 1.3, 12.0, -18.3, 2.0, 6.7, 14.4, -6.3, 7.8, -2.1
CCOC(=O)C1=C(C)n2c(s/c(=C3\C(=O)Nc4ccccc43)c2=O)=NC1c1ccc(OC)cc1 (stereo not drawn)
    1.9, 10.2, -7.1, -13.9, 2.0, -0.2, 6.7, 3.2, 5.8, 4.3, 8.7
COC1CC(C)NC(=S)N1 (stereo not drawn)
    9.7, 8.7, 2.2, -4.0, -1.3, -7.1, 7.2, 8.2, 5.6, -12.8, 2.8
CCN1CCN(C(=O)Nc2ccccc2OC)CC1
    -3.2, -19.4, 7.5, -13.5, 6.5, 15.3, 9.5, 6.7, -1.0, -1.6, -10.0
COC(=O)C(=O)/C=C(\O)c1c(C)cc(C)cc1C
    6.5, 15.1, -10.1, 1.7, 11.0, 12.9, 2.6, 2.2, 18.2, 25.4, 5.6
Cc1cccc(N2C(=O)N3[C@H](c4ccc(F)cc4)[C@@H]4C(=O)N(C5CCCCC5)C(=O)[C@@H]4[C@]3(Cc3ccc(Cl)cc3)C2=O)c1
    21.6, -1.3, -7.6, 2.2, -1.5, -23.3, -0.7, -2.8, 7.9, 2.0, 5.7
O=C(O)c1ccc(N2CCN(c3ccc(Cl)cc3)CC2)c([N+](=O)[O-])c1
    7.1, 8.6, -24.6, -20.7, -18.4, -16.5, -9.8, 16.9, -2.4, 2.8, 1.0
CCC(c1nnnn1C1CCCC1)N1CCN(c2ccccc2)CC1 (stereo not drawn)
    4.8, 2.0, -0.6, -9.8, 15.3, -7.2, 3.8, 6.3, 6.2, -1.4, 2.1
C=CC[C@H](CC(=O)N(CCO)Cc1ccccc1)C(=O)N[C@H](COC(=O)[C@H](CC=C)CC(=O)OC(C)(C)C)Cc1c[nH]c2ccccc12
    14.4, 11.3, 9.8, 8.8, 8.9, 18.8, -27.8, 5.3, 11.3, 45.4, 5.0
O=c1cc(CN2CCN(CCO)CC2)c2cc3c(cc2o1)CCC3
    -21.4, 4.0, -4.0, 20.0, -9.8, 17.1, -2.7, -1.3, 0.5, -6.2, -4.2
O=Cc1ccccc1-n1cncn1
    -7.0, 10.9, 0.0, -0.7, 15.7, 36.8, 0.2, 7.7, -11.2, -7.5, -1.7
OCCC1CN(Cc2nc3ccccc3[nH]2)CCN1C1CCCC1 (stereo not drawn)
    -4.6, 9.4, 1.1, -23.8, 19.2, -9.4, -4.5, 12.6, 1.1, 7.9, -6.0
CCCn1c(N)c(C(=O)CSc2nnc3n2CCCCC3)c(=O)n(C)c1=O
    -17.7, 19.7, 0.1, -3.9, 13.9, -8.9, -9.6, -0.6, -0.2, -1.5, -2.0
NC(=O)c1nn(-c2ccccc2)nc1NC(=O)CN1CCOCC1
    -10.1, 5.1, -4.3, 13.4, 15.0, 6.8, 8.7, 2.0, 8.2, 1.5, 8.5
O=C(Cc1ccc(-c2ccccc2)cc1)NCc1cccnc1
    -21.5, 9.9, 10.2, -6.7, -9.1, 22.1, 15.3, 32.9, -20.0, 30.6, 8.7
CC1(C)CC(NS(=O)(=O)c2ccccc2)CC(C)(C)N1
    -3.4, 12.4, -2.2, -12.5, -1.0, 11.9, -1.3, -2.1, 5.8, -15.1, -29.5
Cc1ccc(NC(=S)N2CCN(Cc3ccccc3)CC2)c(C)c1
    3.1, -11.7, -5.8, -0.6, 13.7, 12.9, 0.8, 2.1, 4.6, 1.3, 1.8
O=C(O)CC(NS(=O)(=O)Cc1ccccc1)c1cccc([N+](=O)[O-])c1 (stereo not drawn)
    6.4, -4.8, -10.6, -15.1, 22.6, 7.5, 6.3, -17.6, -4.9, -4.9, 0.1
O=c1c2cccc3c2c(nn1CN1CCOCC1)-c1ccccc1-3
    -21.9, ., -7.2, -4.7, -13.4, 18.4, -49.1, -20.4, -0.5, -43.5, 10.1
O=C1c2cccc3cccc(c23)C(=O)N1c1ccncc1
    25.3, 2.0, -5.1, 14.0, 19.2, 2.0, -30.8, 11.2, 9.1, -9.5, 6.3
COc1ccc(NC(=O)CSc2nnnn2C)c([N+](=O)[O-])c1
    4.4, -5.8, 0.1, -4.2, 6.6, 7.8, -13.7, 28.3, 5.2, -12.4, -9.8
CC(C)(C)NC(=O)COC(=O)c1snc(C(=O)NC2CCCCC2)c1N
    53.6, 66.8*, 16.8, 25.8, 15.5, 7.3, 3.5, 29.6, -0.2, 30.2, 21.1
COc1ccc(NC(=O)N2CCN(C(=O)c3ccco3)CC2)c(OC)c1
    -13.3, 5.4, -5.5, 19.7, 3.5, 5.0, -14.0, 11.7, 5.9, -6.8, 2.8
COc1ccc(CCNCc2ccc(OCc3ccc(Cl)nc3)c(OC)c2)cc1OC
    22.8, 3.1, 11.1, 5.1, -9.1, ., 0.6, 12.9, -8.8, 29.8, 13.5
Cc1nc2cc(NC(=O)N3CCCCC3)ccc2n1C
    -45.0, -7.3, -35.6, -1.2, -7.7, -2.1, 5.2, -45.1, -4.8, -5.1, -12.7
O=C(O)CCN=C1CCCc2ccccc2N1
    5.4, -2.7, -7.0, 8.9, 23.2, 13.0, -3.5, 12.9, -3.8, 8.4, -16.5
CC1OC(COCc2ccccc2)Cc2[nH][nH]c(=O)c21 (stereo not drawn)
    ., -52.9, ., -7.2, ., -25.2, ., -31.2, ., 4.7, .
CCN1CCN(CCCN(Cc2ccco2)C(=S)Nc2ccc(Cl)c(C)c2)CC1
    24.4, 1.8, -21.4, -14.1, 3.1, -16.7, 7.7, -6.6, -4.4, 2.4, 7.6
COc1ccc(NC(=O)N(C)C[C@H]2Oc3ccc(NC(=O)CCN4CCOCC4)cc3C(=O)N([C@H](C)CO)C[C@@H]2C)cc1
    -8.2, -16.6, -9.2, -1.7, 4.6, -17.6, -10.8, 11.1, 1.4, -6.0, -4.5
O=C1c2cccnc2C(=O)N1Cc1ccc(S(=O)(=O)N2CCN(c3ccccc3)CC2)cc1
    -3.7, 15.0, -7.5, -3.5, -1.0, 9.3, 2.2, 2.5, 8.3, -3.6, 8.5
CCc1ccc2nc(Nc3ncc(C(C)=O)c(C)n3)nc(C)c2c1
    2.8, 11.0, -12.6, 3.8, 6.4, 4.1, -13.0, -16.6, 2.1, -23.0, -1.2
